CRFR2-BP ag = CRF-BP/CRF-R2 complex agonism; 350,000 compounds, 0.46% hits; activation, % at 13.2 µM; AID 588473; HEK293 CRF-R2/CRF-BP, calcium dye fluorescence (FLIPR); percent of saturating CRF peptide response;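 active = activation of at least 50%, plus an integration ratio under a set limit after plate pattern correction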;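 note: plate controls were neutral control wells without compound for no effect and CRF at EC100 for full effect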
MEKK2 WT-MEK5 = raises or lowers MEK5 binding to wildtype human MEKK2 PB1 domain. Q9Y2U5. bead flow cytometry, Alexa488-MEK5 binding to MEKK2 WT; actives lie on both sides. binding response (% of control), % at 10 µM. 290,000 compounds, 1.1% hits; in the data active = binding response below about 67% or above about 130%
GalR3 antag = human GalR3 antagonism; HEK293 GalR3-CNG cAMP membrane potential fluorescence; galR3 body fused to GalR1 C-terminus; O60755; 360,000 compounds, 0.44% hits; inhibition, % at 3 µM;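 active = inhibition above the screen-wide average plus 3 SD, cut at about 13% in these data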;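 note: forskolin and galanin both at EC90 stimulate the cells; cAMP rise reported by CNG channel membrane potential dye signal; 0% = forskolin plus galanin with DMSO and 100% = forskolin alone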
Target sequence (O60755 1-299 limits assumed): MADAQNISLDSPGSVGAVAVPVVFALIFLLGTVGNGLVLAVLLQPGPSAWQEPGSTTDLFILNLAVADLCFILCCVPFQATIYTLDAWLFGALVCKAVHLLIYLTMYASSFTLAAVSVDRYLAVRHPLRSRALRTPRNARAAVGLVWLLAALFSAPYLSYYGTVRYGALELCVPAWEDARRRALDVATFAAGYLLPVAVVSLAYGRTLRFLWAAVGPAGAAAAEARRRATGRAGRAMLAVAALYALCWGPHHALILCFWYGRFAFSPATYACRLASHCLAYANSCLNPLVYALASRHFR
SUMO HTRF inh = SUMOylation inhibition; P63279; HTRF SUMOylation assay, SAE1/SAE2 + UBC9, in vitro; inhibition, % at 35 µM; 290,000 compounds, 0.36% hits; in the data active = inhibition above about 50%, passing the limit was not always enough; note: strong numbers were not always called active
Target sequence (P63279 whole entry, looked up): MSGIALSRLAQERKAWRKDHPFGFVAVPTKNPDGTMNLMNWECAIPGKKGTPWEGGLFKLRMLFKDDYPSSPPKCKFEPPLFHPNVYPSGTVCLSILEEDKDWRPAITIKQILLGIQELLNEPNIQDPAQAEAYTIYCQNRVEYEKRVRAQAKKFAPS
DNA FID counter = displaces DNA intercalator in HCV helicase counter-screen; DNA fluorescent intercalator displacement, fluorescence; inhibition, % at 7.9 µM; 290,000 compounds, 0.17% hits; AID 1845; in the data active = inhibition above about 37%;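 note: 0% = vehicle and 100% = reference compound; higher means more ethidium bromide displaced from hairpin DNA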
HCV NS3 hel inh = blocks Hepatitis C virus NS3 helicase unwinding; 290,000 compounds, 0.56% hits; NS3 helicase DNA unwinding, Cy5 molecular beacon fluorescence; AID 1800; inhibition, % at 10.9 µM;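 active = inhibition above the mean of all tested compounds plus 3 SD, set per campaign, cut at about 35% in these data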;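 note: 0% = DMSO wells and 100% = thioflavine S control wells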
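Assay system – hepatitis C virus NS3 helicase domain fragment enzyme · Buffer or medium – MOPS pH 6.5, MgCl2, DTT, Tween20, BSA · Reagent – Cy5/quencher beacon DNA duplex and ATP to start · Compound – single 10.9 µM dose · Timing – 1 h at 25 °C · Technique – Cy5 beacon fluorescence read at start and 1 h · Measure – % inhibition of unwinding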
MEKK3 PB1 HTS = modulators (inhibitors or enhancers) of MEK5 binding to human MEKK3 PB1 domain; Q99759; bead-based flow cytometry, Alexa488-MEK5 binding to MEKK3; actives lie on both sides; 0 = blocked by unlabeled MEK5, 100 = vehicle; binding response (% of control), % at 10 µM; 290,000 compounds, 1.4% hits; AID 1529;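 active = binding response more than 3 SD above or below the average of its plate-row segment, actives on both sides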;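 note: Alexa488 bead fluorescence after subtracting the streptavidin-only scavenger bead signal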
Target sequence (Q99759 whole entry, looked up, the tested form may be a part): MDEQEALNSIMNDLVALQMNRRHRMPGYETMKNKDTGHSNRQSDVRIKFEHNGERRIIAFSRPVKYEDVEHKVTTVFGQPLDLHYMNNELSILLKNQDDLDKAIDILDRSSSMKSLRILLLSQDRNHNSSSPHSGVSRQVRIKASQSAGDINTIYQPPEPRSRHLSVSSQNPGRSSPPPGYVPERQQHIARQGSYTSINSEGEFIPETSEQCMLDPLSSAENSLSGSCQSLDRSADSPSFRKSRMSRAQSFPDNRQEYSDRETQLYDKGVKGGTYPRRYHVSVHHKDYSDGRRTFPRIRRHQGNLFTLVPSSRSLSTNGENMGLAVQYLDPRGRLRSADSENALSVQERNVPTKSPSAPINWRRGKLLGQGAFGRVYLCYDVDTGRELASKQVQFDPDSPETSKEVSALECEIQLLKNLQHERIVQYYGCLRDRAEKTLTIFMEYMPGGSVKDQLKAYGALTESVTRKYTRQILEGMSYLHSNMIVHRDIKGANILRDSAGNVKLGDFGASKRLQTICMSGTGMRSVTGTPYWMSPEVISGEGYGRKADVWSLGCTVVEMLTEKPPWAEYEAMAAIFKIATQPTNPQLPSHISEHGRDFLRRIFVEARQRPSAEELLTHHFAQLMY
CRFR2-BP antag = blocks CRF-induced signaling of the CRF-BP/CRF-R2 complex | 350,000 compounds, 0.59% hits | HEK293 CRF-R2/CRF-BP, CRF-induced calcium fluorescence | inhibition, % at 11.8 µM | AID 588475;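 active = inhibition of the ligand-induced calcium signal above about 50% at the single tested concentration, limit read from the data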
MEKK2 mut-MEK5 = signal of MEK5 binding to mutant human MEKK2 PB1 domain; percent response, % at 10 µM; AID 1530; 290,000 compounds, 0.35% hits; bead flow cytometry, Alexa488-MEK5 binding to MEKK2 mutant; in the data active = percent response above about 24%, passing the limit was not always enough; note: inactives centre near 1; some results filed as inactive read as strong as hits; reference of the scale not given here
The depositor's hits bear a star; · = no result given.

SMILES	CRFR2-BP ag	MEKK2 WT-MEK5	GalR3 antag	SUMO HTRF inh	DNA FID counter	HCV NS3 hel inh	MEKK3 PB1 HTS	CRFR2-BP antag	MEKK2 mut-MEK5
CCOC(=O)C1=C(O)/C(=C/c2ccccn2)SC1=Nc1ccc(Cl)cc1	-0.3	104	-5	-9	-1	2	109	-43	1
COCC(=O)OCC(=O)N1N=C(c2ccc(Cl)cc2)CC1c1ccco1 (stereo not drawn)	-4.8	100	-4	10	-29	2	105	-11	1
CCn1c(C)nc2cc(C(=O)NNC(=S)Nc3ccc(OC)cc3)ccc21	-1.5	100	-3	5	-3	7	97	-3	-1
Cc1ccc(-c2cc(C(=O)Nc3cnn(C45CC6CC(CC(C6)C4)C5)c3)no2)cc1	9.3	116	·	16	-3	-5	119	0	9
COc1ccc(-n2c(-c3ccc(Cl)cc3)c[n+]3c2CCc2ccccc2-3)cc1	0.8	85	62*	6	5	-27	75	-9	-14
CCCCN1C(=O)NC(NC(=O)c2ccco2)(C(F)(F)F)C1=O (stereo not drawn)	1.0	95	-3	-8	0	4	97	14	-4
CN1C(=O)[C@@H]2[C@H](C1=O)[C@@H]1C(=O)Nc3ccccc3C(=O)N1[C@@H]2c1ccc(F)cc1	1.2	100	-6	18	-12	2	100	-2	-2
NC1=NC(=O)C(Cc2ccc(OC(F)(F)F)cc2)S1 (stereo not drawn)	-0.8	111	-8	16	-3	5	111	-10	13
C#CCN(C(=O)c1ccc(OC2CCN(C(=O)CCOC)CC2)cc1)C1CCCCC1	-0.2	98	6	8	-55	1	100	1	7
Cc1ccc(-c2ccc(=O)n(CC(=O)NCCN3CCCCC3C)n2)cc1 (stereo not drawn)	0.4	99	-7	16	10	3	92	2	1
Cc1c(C(=O)N(Cc2ccccc2)C2CCS(=O)(=O)C2)oc2ccccc12 (stereo not drawn)	-8.7	98	·	4	-39	-14	102	15	3
Cc1nn(-c2ccccc2)nc1CNC(=O)C1CC1	-2.1	108	-2	19	-2	2	102	7	5
Cc1[nH]nc(Nc2ccc(O)cc2)c1[N+](=O)[O-]	-0.1	100	-6	8	0	-1	100	-11	-3
COc1ccc(Br)cc1CNC(=O)C1CCC(=O)N1C(C)C (stereo not drawn)	1.4	91	-2	·	-3	-1	88	-2	-11
Cc1ccc(OCc2nnc(SCC(=O)Nc3cccc4ccccc34)n2-c2ccccc2)cc1	4.1	88	-6	8	-25	-23	89	9	-3
Cc1cc(=O)n(-c2ccc(Cl)cc2)c(=O)[nH]1	3.3	97	1	13	2	6	99	0	-2
O=C(O)Cc1ccc(NC(=O)Nc2ccc(Br)cc2)cc1	0.2	94	-4	2	-3	-3	88	4	-1
CCCc1nnc(SCC(=O)N2CCCC(C)C2)n1CC1CCCO1 (stereo not drawn)	-0.6	110	-5	4	-17	23	110	11	6
Fc1ccc(Nc2nc(N/N=C/c3ccco3)nc(N3CCCCC3)n2)cc1	0.6	99	-9	-15	-16	-64	107	-5	-12
COc1ccc(CN2CCN(C(=O)c3ccc(CNS(=O)(=O)c4ccc(C)cc4)cc3)CC2)c(OC)c1OC	1.2	96	-9	-3	-7	-9	98	1	-1
Cc1[nH]n(-c2ccccc2)c(=O)c1N=Nc1ccc2c(c1)OCO2	0.0	95	3	14	0	3	102	-4	-8
Cc1cc(=O)[nH]c(SCC(=O)Nc2ccccc2[N+](=O)[O-])n1	-2.3	93	-7	18	-9	5	91	-5	-13
O=C(O)c1ccc2[nH]c3c(c2c1)CCCC3	-1.2	100	-6	9	-2	-1	98	-13	0
O=C(NCc1ccccc1Br)c1ccncc1	-0.1	107	-4	-8	-4	2	100	0	7
CC(C)(C)c1cc(NC(=O)c2cccs2)no1	1.3	102	-5	8	-8	-9	102	0	7

3 records picked at random from those above, as already listed:
SMILES	CRFR2-BP ag	MEKK2 WT-MEK5	GalR3 antag	SUMO HTRF inh	DNA FID counter	HCV NS3 hel inh	MEKK3 PB1 HTS	CRFR2-BP antag	MEKK2 mut-MEK5
O=C(NCc1ccccc1Br)c1ccncc1	-0.1	107	-4	-8	-4	2	100	0	7
CCCCN1C(=O)NC(NC(=O)c2ccco2)(C(F)(F)F)C1=O (stereo not drawn)	1.0	95	-3	-8	0	4	97	14	-4
Cc1[nH]nc(Nc2ccc(O)cc2)c1[N+](=O)[O-]	-0.1	100	-6	8	0	-1	100	-11	-3

The list goes on:
SMILES	CRFR2-BP ag	MEKK2 WT-MEK5	GalR3 antag	SUMO HTRF inh	DNA FID counter	HCV NS3 hel inh	MEKK3 PB1 HTS	CRFR2-BP antag	MEKK2 mut-MEK5
Cc1[nH]c2ccccc2c1C(=O)COC(=O)C(C)C	-2.9	102	-8	3	-3	10	102	8	8
O=C1NCCCC1C(=O)N/N=C/c1ccccc1[N+](=O)[O-] (stereo not drawn)	1.8	103	0	9	-4	5	101	5	6
O=C1CCCc2c1[nH]c1ccccc21	-0.2	104	-3	6	2	9	128*	-6	6
O=C(OCC(=O)N1CCOCC1)c1c(Cl)ccc(Cl)c1Cl	-1.0	109	-6	-4	-17	11	120	4	4
CC(OC(=O)c1ccc(NC(=O)CC#N)cc1)C(=O)NC(=O)NC1CCCCC1 (stereo not drawn)	1.1	101	-2	1	-17	-1	102	-3	8
COc1cc(C(=O)NNC(=O)Cc2ccc(S(=O)(=O)N3CCOCC3)s2)cc(OC)c1OC	-0.3	105	-1	3	-6	14	103	-5	7
COc1cc(C(=O)Nc2ccc3c(c2)Cc2cc(NC(=O)c4cc(OC)c(OC)c(OC)c4)ccc2-3)cc(OC)c1OC	-0.9	102	1	18	0	1	94	-11	9
CNc1ccc2c3c(cccc13)C(=O)N(C)C2=O	170*	105	-14	30	-9	-4	100	-118	2
CC(=O)N1N=C(c2ccccc2O)CC1c1cccs1 (stereo not drawn)	-1.1	96	-12	11	-20	2	92	-2	-4
COc1ccc(S(=O)(=O)Oc2ccc3c(c2)O/C(=C\c2cccnc2)C3=O)cc1	0.4	95	-8	10	2	8	97	4	-6
CC1(C)CC(=O)C=C(Nc2ccc([N+](=O)[O-])cc2)C1	0.5	104	-9	-3	-1	12	106	10	1
CCOc1ccc(OCC)c(NC(=O)CNS(=O)(=O)c2cccs2)c1	0.0	115	-4	13	2	-10	113	21	3
CC(C)Oc1cccc(C(=O)Nc2ncn[nH]2)c1	-1.6	102	-8	18	-8	-15	102	-1	-3
O=C(O)c1nn(CC(=O)N2CCN(S(=O)(=O)c3ccc(Cl)cc3)CC2)c(=O)c2ccccc12	5.0	91	-4	10	-6	-9	95	7	-6
COc1ccc(S(=O)(=O)N(C)C)cc1NC(=O)COC(=O)c1nn(C)c(=O)c2ccccc12	0.8	109	-8	1	-9	3	103	-5	7
COc1cccc(C(=O)COC(=O)CCC(=O)NC2CCCCC2)c1	-0.1	98	-3	-2	-13	2	93	2	-2
Cc1ccc(C(=O)N2CCCC(CCC(=O)N3CCN(c4ccccn4)CC3)C2)cc1C (stereo not drawn)	-0.3	97	-6	-9	-57	6	99	-1	-1
O=C(N/C(=C/c1ccc(Br)cc1)C(=O)N1CCOCC1)c1ccc(Br)o1	-0.4	101	-3	-12	-32	-1	102	-25	2
O=C(C1CCCCCC1)N1CC[C@@H](N2CCC(O)CC2)[C@H](O)C1	-0.6	110	-12	1	-1	5	102	7	2
CCc1ccccc1NC(=O)CSc1nnc(Cn2cnc3ccccc32)o1	0.5	100	1	-32	-3	-5	104	-19	-3
O=C(Cc1ccccc1)NCC1COc2ccccc2O1 (stereo not drawn)	-0.2	85	-4	·	-5	7	82	12	-12
Cc1ccc(S(=O)(=O)NNC(=O)Nc2ccc(Cl)c(Cl)c2)cc1	1.4	102	-7	-1	4	-5	102	-5	1
CCOCCCNC(=O)c1ccc(OC)c(OC2CCN(C(C)C)CC2)c1	-0.1	106	-13	2	3	2	101	9	2
Oc1csc(Cc2nc(-c3ccc4ccccc4c3)cs2)n1	1.6	104	-2	24	-4	30	111	2	1
CN(C)S(=O)(=O)c1ccc(NC(=O)c2c(F)cccc2Cl)cc1	-2.4	100	-4	-10	-6	-5	100	-1	7

New compounds follow
SMILES	CRFR2-BP ag	MEKK2 WT-MEK5	GalR3 antag	SUMO HTRF inh	DNA FID counter	HCV NS3 hel inh	MEKK3 PB1 HTS	CRFR2-BP antag	MEKK2 mut-MEK5
O=C(c1cccc(Cl)c1)N(Cc1cccs1)C1CCS(=O)(=O)C1 (stereo not drawn)	2.0	105	1	19	-11	8	98	-11	1
CCN(CC)c1ccc(/C=N/NC(=O)CNC(=O)c2ccccn2)cc1	1.2	96	-2	-5	-16	11	97	20	-1
O=C(N/N=C/c1ccc(N2CCCCC2)o1)c1ccccc1[N+](=O)[O-]	1.8	94	2	15	-23	5	92	25	-2
C[C@@H](C(=O)O)[C@H]1C[C@]1(C)[C@H](NC(=O)OCc1ccccc1)c1ccccc1	-2.1	95	-4	19	-44	24	98	9	1
c1ccc(Cc2nnc3n2N=C(c2ccccc2)CS3)cc1	-0.5	84	-6	23	-24	-8	81	-10	-6
COc1ccc(-c2cn[nH]c2-c2ccc(O)cc2O)cc1OC	-0.6	99	-11	5	-7	3	99	-3	0
Cc1ccc(NC(=O)C2CCCN(c3cnccn3)C2)c(C)c1 (stereo not drawn)	0.4	102	6	16	-13	-3	99	-12	0
CC(=O)c1cccc(CN2CCC(C(=O)Nc3ccc(-c4cccc(C)c4)cc3)CC2)c1	0.9	176*	-8	-7	25	-64	107	-25	19
CC1=Nc2cc(C(=O)N3CCCCC3)ccc2Sc2ccc(C)cc21	-1.6	97	-4	16	-63	-6	95	-5	-1
COCCCNC(=S)N1CCC(C(=O)c2ccc(Cl)cc2)CC1	-0.7	105	-13	-2	-16	4	103	2	3
COc1cc(OC)cc(C(=O)N2CCC(N3CCN(c4ccccc4OC)CC3)CC2)c1	-3.0	93	-3	18	-3	-7	94	29	-3
Cc1ccc(NC(=O)c2cc(C)on2)cc1	-1.8	112	-4	-27	-2	0	107	7	9
Cc1ccc(N(CC(=O)NC(C)c2ccccc2)S(=O)(=O)c2cccs2)cc1 (stereo not drawn)	-0.4	88	-11	4	-24	-2	90	-16	-2
CC(=O)N(C(C)=O)N1C(=O)c2cccc3c(N4CCOCC4)ccc(c23)C1=O	42	95	7	8	16	-4	98	-20	-1
COc1cc(CN2CCN(CCCc3ccccc3)CC2CCO)cc(OC)c1 (stereo not drawn)	-0.7	113	-3	16	16	-6	109	-3	11
CC(C)Cc1nnc(NC(=O)CSc2nc(N)cc(=O)[nH]2)s1	-1.3	80	0	11	-12	-3	78	-11	-11
COCCCn1c(=O)c2ccccc2n(CC(=O)NC2CCCCC2)c1=O	-0.2	103	-9	15	-9	8	101	-8	0
CC(Sc1ccsc1[N+](=O)[O-])C(=O)NCc1ccco1 (stereo not drawn)	0.2	100	-3	-8	2	-2	106	20	-1
Nc1ncnc2nc(SCC(=O)Nc3ccccc3F)[nH]c12	-0.3	94	-2	1	-11	31	97	7	2
COc1ccc(NC(=O)CCNS(=O)(=O)c2cccc3nonc23)c(OC)c1	-0.4	102	-7	12	-7	1	100	10	2

Ordered by value in MEKK3 PB1 HTS (ascending): some entries from above.
smiles	MEKK3 PB1 HTS
CCn1c(C)nc2cc(C(=O)NNC(=S)Nc3ccc(OC)cc3)ccc21	97
COc1ccc(CN2CCN(C(=O)c3ccc(CNS(=O)(=O)c4ccc(C)cc4)cc3)CC2)c(OC)c1OC	98
CCOC(=O)C1=C(O)/C(=C/c2ccccn2)SC1=Nc1ccc(Cl)cc1	109

Only part of the results is shown. The share of hits here may be higher or lower than overall.
